PglD inh: blocks C. jejuni PglD acetyltransferase activity | purified PglD enzyme, DTNB colorimetric CoA detection | inhibition, % at 12.5 µM | 0.098% of 360,000 active | AID 602405; in the data active means inhibition above about 16%, passing the limit was not always enough; further: strong numbers were not always called active
RAD54 inh: RAD54 (human) branch migration inhibition; Q92698; RAD54 Holliday junction branch migration, FAM/BHQ fluorescence; inhibition, % at 10.4 µM; 0.14% of 360,000 active; AID 602329;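 active means mean normalized replicate activity at least 40 and at least half of replicates scoring 40 or more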;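 further: 0% = median of neutral control wells and 100% = median of positive control wells; inhibitors cause a drop in the FAM fluorescence signal; in these data hits start at about 50%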
E-selectin induc: induces E-selectin expression in human endothelial cells. P16581. HUVEC E-selectin immunofluorescence imaging; normalized: neutral wells 0, TNF-alpha wells 100. activation, % at 7.58 µM. 0.37% of 260,000 active. AID 686992;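 active means mean E-selectin-positive cell signal at least 10% of the positive control, reached in at least 60% of replicates, without over 20% cell loss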;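 further: in these data hits start at about 27%; measured in HUVEC primary endothelial cells; signal is the percent of cells scored E-selectin positive by PE staining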
Target sequence (P16581 whole entry, looked up): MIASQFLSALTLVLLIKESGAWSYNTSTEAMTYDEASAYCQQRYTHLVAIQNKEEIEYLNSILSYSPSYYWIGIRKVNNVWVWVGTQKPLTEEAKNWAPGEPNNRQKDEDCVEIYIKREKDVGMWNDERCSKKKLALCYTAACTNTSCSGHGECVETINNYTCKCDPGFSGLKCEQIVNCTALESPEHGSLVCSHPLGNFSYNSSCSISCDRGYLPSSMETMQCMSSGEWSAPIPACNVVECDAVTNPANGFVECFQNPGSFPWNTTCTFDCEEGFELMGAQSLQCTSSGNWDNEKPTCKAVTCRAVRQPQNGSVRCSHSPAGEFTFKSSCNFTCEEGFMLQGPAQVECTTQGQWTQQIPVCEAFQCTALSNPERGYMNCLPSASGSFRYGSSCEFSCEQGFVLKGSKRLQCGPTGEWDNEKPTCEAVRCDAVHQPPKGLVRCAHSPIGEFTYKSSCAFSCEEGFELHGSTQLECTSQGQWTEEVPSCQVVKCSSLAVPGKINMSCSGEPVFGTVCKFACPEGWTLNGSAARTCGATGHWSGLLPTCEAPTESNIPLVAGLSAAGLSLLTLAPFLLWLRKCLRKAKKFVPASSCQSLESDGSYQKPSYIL
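System: HUVEC, human umbilical vein endothelial cells; quantity: 3,000 cells/well; buffer or medium: EGM-2 medium, gelatin-coated wells; dosing: single-point compound dose; detection: immunofluorescence imaging; evaluation: % PE-positive cells; benchmarks: TNF-alpha, DMSO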
esBAF inh: SWI/SNF esBAF complex inhibition; mouse ES cells, Bmi1-luciferase knock-in reporter, 24 h; 100% = twice the neutral-well signal; reporter increase, % at 12.5 µM; 2% of 350,000 active; in the data active means activation above about 40%;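 further: 0% = median of the plate's neutral control wells and 100% = double that signal; a rise in the Bmi1 reporter signal indicates esBAF inhibition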
RAD52 anneal inh: inhibitors of human RAD52 DNA annealing. recombinant RAD52 DNA annealing, FRET fluorescence. inhibition, % at 18.7 µM. 0.46% of 360,000 active. AID 651710;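 active means every replicate showing at least 50% inhibition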
ERp5 inh: inhibitors of human ERp5; Q15084; ERp5 insulin aggregation, absorbance 650 nm, 90 min; inhibition, % at 9.99 µM; 0.05% of 350,000 active; AID 651711;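 active means mean replicate inhibition above about 25%, with every replicate also reaching it, limit read from the data, passing the limit was not always enough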
CASP6 VEID inh: blocks human caspase-6 cleavage activity | purified caspase-6, Z-VEID-R110 cleavage fluorescence | inhibition, % at 12.5 µM | 0.53% of 350,000 active;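 active means mean inhibition across replicates at least about 35%, with every replicate also reaching that limit, limit read from the data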;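 further: 0% = median of neutral control wells and 100% = no fluorescence left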
Target sequence (P55212 24-179 limits assumed): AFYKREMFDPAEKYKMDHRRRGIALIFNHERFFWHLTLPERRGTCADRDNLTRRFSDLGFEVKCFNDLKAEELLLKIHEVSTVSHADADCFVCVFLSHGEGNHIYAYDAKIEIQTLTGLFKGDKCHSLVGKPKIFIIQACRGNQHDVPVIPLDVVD
Target sequence (P55212 194-293 limits assumed): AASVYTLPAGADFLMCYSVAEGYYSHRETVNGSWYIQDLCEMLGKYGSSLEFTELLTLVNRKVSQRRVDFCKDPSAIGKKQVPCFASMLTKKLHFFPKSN
ARNT-TACC3 inh: disruptors of human ARNT/TACC3 interaction; inhibition, % at 9.99 µM; Q9Y6A5; 0.66% of 390,000 active; AlphaScreen His-ARNT PAS-B/GST-TACC3 binding, luminescence; TACC3 fragment carries E629A point mutation; AID 623870;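 active means mean inhibition of replicates at least 50% and at least half of replicates each reaching 50%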;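 further: 0% = complete ARNT plus TACC3 wells and 100% = ARNT alone without TACC3; many hits fall short of the cut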
* marks the source's active call; other numbers are inactive results; i = inactive; x = no result given; & = joins results of further samples.

SMILES	PglD inh	RAD54 inh	E-selectin induc	esBAF inh	RAD52 anneal inh	ERp5 inh	CASP6 VEID inh	ARNT-TACC3 inh
CCC1CCCCN1C(=O)CSc1nnc(CNC(=O)c2c(F)cccc2Cl)o1 (centres undefined)	-2	-4	x	-4	-8	-1	-1	-4
CCc1ccc(CN(C)C(=O)c2cc(COc3cncc(Cl)c3)on2)cc1	3	-2	0.9	19	2	-3	-1	x
C/C(CC(=O)NCCCN1CCOCC1)=N\NC(=O)COc1cccc2ccccc12	-6	-3	x	x	-10	0	-3	0
Cc1cccc(S(=O)(=O)N2CCCCN3[C@H](C2)[C@@H](c2ccc(C#CC4CC4)cc2)[C@@H]3CO)c1	0	-16	-0.9	x	-16	2	-1	20
O=C(O)c1cccc(Nc2nc3ccccc3nc2NS(=O)(=O)c2ccccc2)c1	2	-10	0.0	-6	-17	-10	1	7
O=C(CSc1nnc(Nc2ccccc2)s1)Nc1ccc(S(=O)(=O)N2CCOCC2)cc1	-8	-6	x	4	x	x	x	1
CO[C@H]1CN(C)C(=O)c2ccc(NS(=O)(=O)c3ccccc3F)cc2OC[C@H](C)NC[C@@H]1C	x	x	0.1&-0.2	x	11&-22	-2	-1&7	x
CC1(C)CC(=O)C2=C(C1)N(c1ccc(F)cc1)C(=O)C2(NC(=O)c1ccccc1F)C(F)(F)F (centres undefined)	x	x	x	x	-27	-2	-6	-6
Nc1ccc(Cl)c(S(=O)(=O)Nc2ccc(Cl)cc2)c1	x	x	-1.1	-3	-26	1	6	-71
O=C(C[C@@H]1CC[C@@H]2[C@H](COC[C@@H](O)CN2Cc2cc(F)ccc2F)O1)NCc1ccc(Cl)cc1	-1	-11	0.1	-1	8	2	5	9
COc1ccccc1S(=O)(=O)N[C@@H]1C=C[C@@H](CC(=O)NCc2cccc(F)c2)O[C@@H]1CO	4	-19	-0.1	0	4	4	-1	-6
Cc1ccc(C(=O)NNC(=O)C2CCN(c3nccc(C)n3)CC2)cc1	-2	1	x	-6	x	x	x	-3
COc1cc(OC)cc(C(=O)N[C@H](C(=O)OCC(=O)Nc2ccc(OC)c(OC)c2)C(C)C)c1	x	x	x	x	-9	-1	0	2
O=C(c1cc(-c2cccs2)nn1-c1ccccc1)N1CCN(S(=O)(=O)c2ccccc2)CC1	10	-21	x	10	23	1	-1	-32
COc1ccc(-c2nnc(SCC(=O)N/N=C/c3ccccc3C(=O)O)n2-c2ccc(Cl)cc2)cc1	x	x	4.8	-8	0	-1	7	0
COCC(=O)Nc1ccc2c(c1)C(=O)N(C)[C@@H]1CC[C@@H](CC(=O)NC3CCCC3)O[C@H]1CO2	2	-2	0.0	2	x	x	x	-1
O=C(Nc1nnc2n1CCS2)c1ccco1	2	-4	x	0	-15	8	-2	45*
C[C@H](CO)N1C[C@H](C)[C@H](CN(C)C(=O)c2ccccc2)OCCCC[C@H](C)Oc2ccc(NC(=O)C3CCCCC3)cc2C1=O	-1	-6	-0.2	14	5	3	-3	-14
Cc1noc(C)c1NC(=O)N(C)C[C@H]1Oc2ccc(NC(=O)Cc3ccccc3)cc2C(=O)N([C@H](C)CO)C[C@@H]1C	2&1	7&2	-3.3&-0.1	0&3	-2&-17	-2&1	-11&1	x
Cc1ccc2c(c1)C(c1ccccc1)N(C(=O)c1ccccc1[N+](=O)[O-])CC(=O)N2 (centres undefined)	2	-1	0.0	8	-7	3	0	-2
COc1ccc(S(=O)(=O)NCc2ccccc2)cc1	-4	-9	x	10	x	x	x	-9
CC(C)COc1ccc2[nH]c3c(c2c1)CCCC3=O	-4	-3	x	1	x	x	x	0
COc1ccc(/C(C)=N/NC(=S)NCc2ccco2)cc1	x	x	-0.1	x	-10	-3	7	16
CCCn1c(CN2CCN(C(=O)OCC)CC2)nc2cc(NC(=O)CC)ccc21	4	-2	-0.2	-9	4	4	-1	1
COc1ccc(CN(C)C[C@H]2Oc3ccc(NC(=O)NC4CCCCC4)cc3C(=O)N([C@@H](C)CO)C[C@H]2C)cc1	-7	-10	x	0	10	2	0	-3
Cc1ccccc1C(=O)N(C)[C@H]1C[C@H]2c3[nH]c4ccccc4c3CCN2C(=O)[C@H]1[C@H](C)O	-1	-4	x	4	i	0	11	x
CCc1ccc(NC(=O)CCc2nc3sc4c(c3c(=O)[nH]2)CCCC4)cc1	x	x	-0.1	x	-23	6	-4	2
C/C=C/c1ccccc1[C@@H]1[C@@H](C#N)N(C(C)=O)[C@H]1CO	x	x	0.0	x	-14	-4	2	x
CCOC(=O)c1ccc(N2C(=O)c3n[nH]c(C)c3C2c2ccc(OC)c(OC)c2)cc1 (centres undefined)	-1	-6	x	4	x	x	x	4
C[C@H]1CCCCO[C@@H](CN(C)S(=O)(=O)c2ccc(F)cc2)[C@@H](C)CN([C@@H](C)CO)C(=O)c2cc(NC(=O)Nc3cccc4ccccc34)ccc2O1	x	x	-0.2	x	-21	-3	0	x
CCS(=O)(=O)N1CC(=O)N2[C@H](CO)[C@H](c3ccc(-c4ccc(C)cc4)cc3)[C@@H]2C1	x	x	-0.5	x	-1	4	1	x
COc1ccc(CCN(C)C(=O)c2cccc(S(=O)(=O)N3CCN(c4ccc(F)cc4)CC3)c2)cc1OC	6	8	0.5	-6	-10	6	2	x
C[C@@H]1CN([C@@H](C)CO)C(=O)c2cc(NS(=O)(=O)c3ccccc3)ccc2O[C@@H](C)CCCCO[C@@H]1CN(C)C(=O)c1ccncc1	9	-3	0.0	-2	4	3	-1	-5
CNC[C@@H]1OCCCC[C@@H](C)Oc2ccc(NC(=O)C3CCCCC3)cc2C(=O)N([C@H](C)CO)C[C@H]1C	-1	-2	-0.2	4	-160	1	1	1
C[C@@H]1CN([C@H](C)CO)C(=O)CCCn2nncc2CO[C@@H]1CN(C)S(=O)(=O)c1ccc2ccccc2c1	-7&3&-2	-1&2&-24	-11&-0.2	-5&7&9	-15&-1&5	-1&2&1	-2&-1&-3	-9&9
O=C(N/N=C\c1ccccc1)c1ccccc1-n1cccc1	x	x	2.2	x	-9	4	-1	1
COc1ccccc1-c1ccc2c(c1)O[C@H](CN(C)S(=O)(=O)c1ccc(C)cc1)[C@H](C)CN([C@H](C)CO)S2(=O)=O	2	1	0.0	14	6	-1	2	-8
COc1cc(C2N(c3ccc(Cl)cc3)C(=O)C3CCCN32)cc(OC)c1OC (centres undefined)	5	5	0.0	0	-58	0	1	x
COc1ccccc1N1CCN(C(=O)c2cc(C3CC3)on2)CC1	-4	-10	5.4	8	-6	2	2	13
O=C(C1CCCO1)N1CCN(c2c3c(nc4cc(-c5ccc(F)cc5)nn24)CCC3)CC1 (centres undefined)	2	3	x	15	-9	-9	5	2
Cc1ccccc1-c1nc(CN2CCC(C(=O)NCCCN3CCOCC3)CC2)c(C)o1	1	2	x	-11	x	x	x	3
COc1cccc(C(C(=O)NC2CCCC2)N(CC2CCCO2)C(=O)Cc2cccs2)c1 (centres undefined)	x	x	x	x	-4	2	2	-1
Cc1nnsc1C(=O)N/N=C/c1cccc(C(F)(F)F)c1	x	x	-0.1	x	-7	-1	-1	-3
CN1c2ccc(Br)cc2[C@H]2[C@H](CCN2S(=O)(=O)c2ccccc2)[C@H]1CO	4	-3	0.6	1	-17	-4	-5	-4
COc1ccc(C(=O)NCC(O)CN2CCOCC2)cc1[N+](=O)[O-] (centres undefined)	-2	-4	x	-5	-1	2	0	-17
COc1ccc(C(=O)Nc2cccc(NC(=O)c3ccc(OC)c(OC)c3)n2)cc1OC	3	-8	0.0	15	-27	0	1	1
O=C1CC(C(=O)O)c2ccccc2N1 (centres undefined)	-1	3	x	-11	x	x	x	-6
Cc1ccc(C2CC(c3ccc(C)cc3)n3nc(N)nc3N2)cc1 (centres undefined)	1	6	0.8	10	-10	0	2	-24

Part of the list above, with two lines to a compound:
Value order – PglD inh | RAD54 inh | E-selectin induc | esBAF inh | RAD52 anneal inh | ERp5 inh | CASP6 VEID inh | ARNT-TACC3 inh
O=C(N/N=C\c1ccccc1)c1ccccc1-n1cccc1
 : x | x | 2.2 | x | -9 | 4 | -1 | 1
COc1ccccc1-c1ccc2c(c1)O[C@H](CN(C)S(=O)(=O)c1ccc(C)cc1)[C@H](C)CN([C@H](C)CO)S2(=O)=O
 : 2 | 1 | 0.0 | 14 | 6 | -1 | 2 | -8
COc1cc(C2N(c3ccc(Cl)cc3)C(=O)C3CCCN32)cc(OC)c1OC (centres undefined)
 : 5 | 5 | 0.0 | 0 | -58 | 0 | 1 | x
COc1ccccc1N1CCN(C(=O)c2cc(C3CC3)on2)CC1
 : -4 | -10 | 5.4 | 8 | -6 | 2 | 2 | 13
O=C(C1CCCO1)N1CCN(c2c3c(nc4cc(-c5ccc(F)cc5)nn24)CCC3)CC1 (centres undefined)
 : 2 | 3 | x | 15 | -9 | -9 | 5 | 2
Cc1ccccc1-c1nc(CN2CCC(C(=O)NCCCN3CCOCC3)CC2)c(C)o1
 : 1 | 2 | x | -11 | x | x | x | 3
COc1cccc(C(C(=O)NC2CCCC2)N(CC2CCCO2)C(=O)Cc2cccs2)c1 (centres undefined)
 : x | x | x | x | -4 | 2 | 2 | -1
Cc1nnsc1C(=O)N/N=C/c1cccc(C(F)(F)F)c1
 : x | x | -0.1 | x | -7 | -1 | -1 | -3
CN1c2ccc(Br)cc2[C@H]2[C@H](CCN2S(=O)(=O)c2ccccc2)[C@H]1CO
 : 4 | -3 | 0.6 | 1 | -17 | -4 | -5 | -4
COc1ccc(C(=O)NCC(O)CN2CCOCC2)cc1[N+](=O)[O-] (centres undefined)
 : -2 | -4 | x | -5 | -1 | 2 | 0 | -17
COc1ccc(C(=O)Nc2cccc(NC(=O)c3ccc(OC)c(OC)c3)n2)cc1OC
 : 3 | -8 | 0.0 | 15 | -27 | 0 | 1 | 1
O=C1CC(C(=O)O)c2ccccc2N1 (centres undefined)
 : -1 | 3 | x | -11 | x | x | x | -6
Cc1ccc(C2CC(c3ccc(C)cc3)n3nc(N)nc3N2)cc1 (centres undefined)
 : 1 | 6 | 0.8 | 10 | -10 | 0 | 2 | -24

Additional compounds
SMILES	PglD inh	RAD54 inh	E-selectin induc	esBAF inh	RAD52 anneal inh	ERp5 inh	CASP6 VEID inh	ARNT-TACC3 inh
CCC12CN3CC(CC)(CN(C1)C3c1ccc(OC(C)C)cc1)C2=O (centres undefined)	5	-3	x	-2	x	x	x	6
Cc1ccc2oc(-c3ccc(NC(=O)c4ccncc4)cc3O)nc2c1	x	x	x	x	-43	1	0	4
COc1cccc(CNC(=O)c2cc(COc3c(F)cccc3F)on2)c1	0	2	1.5	3	-14	-4	2	-5
N#Cc1nc(Cc2ccccc2)oc1N1CCCC1	x	x	x	x	-14	4	-4	10
COc1ccc(CNS(=O)(=O)c2ccc(-n3cnnn3)c(OC)c2)cc1	-14	-8	x	2	-22	5	-2	-10
O=C(CN1CCN(S(=O)(=O)N2CCCCCC2)CC1)Nc1cc(Cl)ccc1Cl	-1	-3	1.6	-6	-5	3	-1	-3
C[C@@H]1CN([C@@H](C)CO)C(=O)c2cc(NS(=O)(=O)c3ccc(Cl)cc3)ccc2O[C@H]1CN(C)C(=O)Nc1ccc(F)cc1	-2	13	2.2	2	26	4	2	3
COc1cccc(CN2CCN(C(=O)c3cccc4ccccc34)CC2)c1OC	4	-2	x	-1	-18	-2	2	-2

Compound activity (PubChem)
